FXIa mix inh = FXIa protease inhibitors in compound pools, primary screen, biochemical, 10-compound mixtures; purified FXIa, fluorogenic substrate, pooled mixtures; inhibition, % at 5 µM; 62,000 tested, 0.19% active; AID 680, 2007;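 further: each value is inhibition by a whole ten-compound pool holding the compound; 0% = enzyme with no mixture and 100% = wells lacking enzyme; strong numbers were not always called active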
JNK3 blocker = JNK3 kinase activity inhibitors, primary screen, biochemical, human, purified enzyme. HTS. 60,000 tested, 0.61% active. Mitogen-activated protein kinase 10 (Homo sapiens), P53779. inhibition, % at 8 µM; in the data active means inhibition above about 17%;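 further: 0% = DMSO and 100% = reference inhibitor; many of its hits are not listed in these tables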
CatS inh = inhibitors of human cathepsin S, biochemical, compound mixtures. 62,000 tested, 0.06% active. recombinant cathepsin S, AMC dipeptide fluorescence, pooled mixtures. inhibition, %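 (tested at 5 µM per compound within 10-compound mixtures)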. AID 501, 2006. P25774; in the data active means inhibition above about 32%, passing the limit was not always enough;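 further: 0% = enzyme without compound and 100% = blank without enzyme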
Target sequence (P25774 115-331 limits assumed): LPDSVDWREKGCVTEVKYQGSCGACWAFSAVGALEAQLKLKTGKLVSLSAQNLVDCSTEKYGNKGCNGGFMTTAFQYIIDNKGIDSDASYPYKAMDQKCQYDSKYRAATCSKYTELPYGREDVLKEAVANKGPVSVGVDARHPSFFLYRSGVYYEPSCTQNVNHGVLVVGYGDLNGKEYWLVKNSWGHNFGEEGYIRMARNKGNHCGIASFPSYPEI
C1s block = complement C1s protease inhibitors, primary screen, biochemical, 10-compound mixtures; purified C1s, fluorogenic AMC substrate, pooled mixtures; 62,000 tested, 0.16% active; mean inhibition % of two 10-compound mixtures (stronger effect = higher value), % at 5 µM (by protocol); Complement C1s subcomponent (Homo sapiens), P09871;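 active means inhibition above 20% in each of the two 10-compound mixture wells holding the compound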;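 further: 0% = enzyme wells lacking compound mixture and 100% = no-enzyme blank wells; some compounds called inactive have numbers as strong as hits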
Target sequence (P09871 16-437 limits assumed): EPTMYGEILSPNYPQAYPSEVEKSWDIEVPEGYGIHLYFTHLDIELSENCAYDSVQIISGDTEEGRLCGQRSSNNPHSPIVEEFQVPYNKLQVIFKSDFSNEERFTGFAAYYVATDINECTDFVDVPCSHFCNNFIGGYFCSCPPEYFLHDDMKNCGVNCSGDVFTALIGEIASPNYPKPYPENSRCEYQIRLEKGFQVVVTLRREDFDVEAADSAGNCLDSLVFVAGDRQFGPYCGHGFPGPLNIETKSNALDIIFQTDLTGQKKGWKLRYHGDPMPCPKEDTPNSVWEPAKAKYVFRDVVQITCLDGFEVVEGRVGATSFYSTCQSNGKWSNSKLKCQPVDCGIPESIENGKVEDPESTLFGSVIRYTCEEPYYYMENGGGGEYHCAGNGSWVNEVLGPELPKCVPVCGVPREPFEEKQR
Target sequence (P09871 438-688 limits assumed): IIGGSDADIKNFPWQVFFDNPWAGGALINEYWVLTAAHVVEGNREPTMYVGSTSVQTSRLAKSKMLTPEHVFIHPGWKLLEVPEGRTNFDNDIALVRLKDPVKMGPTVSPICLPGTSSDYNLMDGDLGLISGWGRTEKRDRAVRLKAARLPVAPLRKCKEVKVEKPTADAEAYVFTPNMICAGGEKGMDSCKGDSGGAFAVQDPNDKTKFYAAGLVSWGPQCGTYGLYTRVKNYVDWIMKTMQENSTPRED
CatL block = inhibitors of human cathepsin L, biochemical. 58,000 tested, 0.17% active. AID 460, 2006. inhibition, %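 (tested at 10 µM)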. purified cathepsin L, fluorogenic substrate, fluorescence. Procathepsin L (Homo sapiens), P07711; in the data active means inhibition above about 45%;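 further: 0% = enzyme with no compound and 100% = no enzyme blank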
PKA kinase inh = inhibitors of human PKA kinase activity, primary screen, biochemical, ATP-depletion luminescence, Kemptide substrate; 65,000 tested, 0.1% active; PKA Kemptide phosphorylation, Kinase-Glo ATP luminescence; inhibition, % at 6 µM;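 active means inhibition above the screen-wide mean inhibition plus 3 SD, cut at about 21% in these data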; further: many of its hits are not listed in these tables
ROCK2 inh = inhibitors of human ROCK2 kinase, primary screen, biochemical, high-throughput, luminescence | purified ROCK2, Kinase-Glo ATP depletion luminescence | inhibition, % at 6 µM | 60,000 tested, 0.35% active;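 active means inhibition above the screen-wide mean inhibition plus 3 SD, cut at about 18% in these data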;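 further: plate controls were DMSO wells for no effect and Y-27632 control wells after no-enzyme background subtraction for full effect; many of its hits are not listed in these tables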
Cathepsin G inh = human cathepsin G inhibitors, primary screen, biochemical, pooled compound mixtures, AMC fluorescence. P08311. purified enzyme, AMC-tetrapeptide fluorescence. 62,000 tested, 0.2% active. AID 581, 2007. inhibition, % at 5 µM (by protocol);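 active means inhibition above 20% in each of the two mixture wells holding the compound; inactive means inhibition of 20% or less in either well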;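 further: 0% = enzyme control without mixture and 100% = blank lacking enzyme; strong numbers were not always called active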
FXIIa mix inh = human factor XIIa inhibitors, primary screen, biochemical, pooled compound mixtures, fluorogenic substrate; Coagulation factor XII (Homo sapiens), P00748; 62,000 tested, 0.2% active; AID 684, 2007; purified FXIIa; inhibition, % at 5 µM;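 further: 0% = enzyme without compound and 100% = no enzyme blank; some results filed as inactive read as strong as hits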
* hit, by the source's call; / = not tested or not shown. Unless noted, no stated cut-off is given here; in the data, active means inhibition above about 20% (passing the limit was not always enough); inactive means the rest. Random draw from the library; 1.5% or so of the library scored in one or more.

SMILES	FXIa mix inh	JNK3 blocker	CatS inh	C1s block	CatL block	PKA kinase inh	ROCK2 inh	Cathepsin G inh	FXIIa mix inh
COc1cccc(CN2CCN(c3cccc(C(F)(F)F)c3)CC2)c1OC	5	-1	-2	10	2	-7	-7	8	5
COc1ccc(OC)c(-n2c(SCC(=O)Nc3cc(C)on3)nnc2-c2c[nH]c3ccccc23)c1	6	2	-1	-2	/	6	-2	-1	10
CCOC(=O)N1CCC(NC(=O)C2CCCN(C(=O)N3CCOc4ccccc43)C2)CC1 (centres undefined)	3	0	4	-1	21	9	7	6	-16
CCOC(=O)C1=C(C)NC(=O)NC1/C(C)=C/c1ccccc1 (centres undefined)	3	4	19	-2	7	4	6	2	8
COc1cc(NC(=O)Cc2cccs2)cc(OC)c1	-5	2	3	1	30	5	7	10	10
CCn1c(N2CCC(C)CC2)nc2c1c(=O)n(C)c(=O)n2C	8	0	4	16	/	7	0	8	3
CCOC(=O)c1cnc(SCC(=O)N2CCN(c3ccccc3)CC2)nc1N	3	-8	-1	-1	2	3	-2	-5	6
Cc1cc(C)n2c(SCC(=O)Nc3ccccc3)nnc2n1	6	5	-5	-3	-7	7	-2	0	3
CSc1ccc(C2C3(C#N)C(N)=NC4(OCCO4)C23C#N)cc1 (centres undefined)	6	0	5	11	21	9	18	8	47
O=C(Cn1cc2c(n1)CCCC2)NCc1cccnc1	1	-10	-5	0	-3	4	4	6	3
Cc1cc(C)c(C#N)c(SCC(=O)NC2CC2)n1	/	1	/	/	10	6	4	/	/
COc1ccc(NC(=O)Cn2nnc(-c3ccccc3NC(=O)C3CC3)n2)cc1	4	2	19	13	-8	0	2	12	4
CC(=O)NC12CC3CC(C1)CC(C(=O)OCC(=O)Nc1ncc(Cl)c(C)c1Cl)(C3)C2	6	-3	9	0	1	5	4	-1	6
CC1=C(C(=O)OCC(C)C)C23C(=O)c4ccccc4C2(O1)OC(N)=C3C#N (centres undefined)	5	7	1	11	7	14	3	10	3
Cc1ccc(-c2[nH]nc3c2C(c2ccccc2OC(=O)N2CCOCC2)C(C#N)=C(N)O3)cc1 (centres undefined)	4	3	3	-1	-1	13	1	-2	-13
CC(NC(=O)CN1CCC(C(N)=O)CC1)c1ccccc1 (centres undefined)	-6	-1	3	-25	7	9	1	-10	-5
CCN(CC)S(=O)(=O)c1ccc2c(c1)nc(CCC(=O)OCC(=O)N1CCc3ccccc31)n2C	4	-5	3	8	10	8	1	7	6
Cn1c(=O)n(CC(=O)O)c(=O)c2c1nc1n2CCS1	7	-6	0	12	4	0	-1	12	3
COc1ccccc1Nc1cc(C(=O)NCCCN2CCOCC2)c2ccccc2n1	3	6	4	6	31	7	1	3	-3
CC(C)(C)OC(=O)NCCCC(CCCNC(=O)OC(C)(C)C)C(=O)O	6	/	-6	-28	-3	-6	/	-3	3
Cc1cc2occ(CC(=O)O)c2cc1C	7	/	-1	-23	/	3	/	2	6
COc1cc(CN2CCN(C(=O)CC(C)C)CC2)cc(OC)c1O	-2	-3	9	-7	0	-7	-8	0	-1
CCOC(=O)NCC(C#CCN(CC)CC)N(CC)CC (centres undefined)	5	-8	4	-19	-1	2	-1	-3	10
Cc1nc2ccccc2c(=O)n1NC(=O)c1c(O)c2c(n(CC(C)C)c1=O)CCCC2	6	-5	-9	21	2	-4	9	15	6
O=c1c2ccccc2nc2n1CC/C2=C/N1CCN(c2cccc(C(F)(F)F)c2)CC1	6	-1	1	11	2	10	5	8	6

(listing goes on)
SMILES	FXIa mix inh	JNK3 blocker	CatS inh	C1s block	CatL block	PKA kinase inh	ROCK2 inh	Cathepsin G inh	FXIIa mix inh
COc1cccc(Cn2nnc3c(=O)[nH]c(C4CCCN(C(=O)c5ccccc5Cl)C4)nc32)c1 (centres undefined)	-6	1	11	-17	26	5	0	7	7
CCCS(=O)(=O)N1CCN(CCCc2ccccc2)CC1	5	9	6	5	-4	-2	0	10	-1
CCC1CCCCN1CCCNC(=O)c1cn(CC(C)C)c(=O)c2cc(OC)c(OC)cc12 (centres undefined)	10	/	-1	4	/	6	/	3	4
Cn1c(=O)[nH]c(=O)c2c1nc(NCCCn1ccnc1)n2Cc1ccc(F)cc1	6	3	-17	-4	-2	-12	-9	1	15
COc1ccc(S(=O)(=O)N(CC(=O)NCC2CCCO2)c2ccccc2)cc1OC (centres undefined)	1	4	7	-1	-6	-4	-3	-1	-2
c1ccc2c(c1)[nH]c1c(N3CCCC3)ncnc12	10	-4	6	12	/	8	4	13	2
COC(=O)c1[nH]c2ccccc2c1NC(=O)CN1CCN(c2cccc(OC)c2)C(C)C1 (centres undefined)	2	-2	1	-10	-8	8	5	-4	-4
COc1ccc(NS(=O)(=O)c2ccc(OCC(=O)N3CCCC3)cc2)cc1	8	0	2	3	2	-1	-1	1	-1
O=C(CSc1nnc([C@@H]2CCCN2)o1)c1ccc(Cl)cc1	-2	-1	14	0	23	2	2	9	11
CCC12CCCN3CCC4(C(=C(C(=O)OC)C1)Nc1ccccc14)C32 (centres undefined)	6	1	-3	4	/	-3	-1	0	0
CCOC(=O)c1c(C)[nH]c(C)c1C(=O)COC(=O)c1cccc(S(=O)(=O)NC)c1	2	3	-4	-6	3	11	-1	-4	-1
COc1cc(-c2noc(C3CCCN(S(=O)(=O)c4cccc(Cl)c4)C3)n2)cc(OC)c1OC (centres undefined)	6	-7	-4	-3	-9	1	-3	-1	-5
COCCCNC(=O)c1ccccc1SC	-3	4	4	2	/	6	6	6	-14
O=C(O)c1cccc(C(=O)Cc2ccccc2)c1	7	-2	15	-22	8	-2	2	1	2
OCCN1CCN(CC(O)COc2ccc3c(c2)OCO3)CC1 (centres undefined)	-2	-4	-4	-15	4	10	5	3	5
CCSc1nnc(-c2ccc(OC)cc2)o1	7	2	3	0	2	-2	4	3	28
CCOC(=O)CSc1nc(N)c(C(=O)Nc2ccc(N(C)C)cc2)s1	/	-8	/	/	21	6	7	/	/
O=C(CCn1nnc(-c2cccs2)n1)N1CCc2ccccc2C1	-3	2	2	2	-6	8	2	8	-18
O=C1c2ccccc2-c2ccc(C(=O)N3CCOCC3)cc21	0	8	25	0	7	7	2	7	7
Cn1c(=O)n(Cc2ccc(Cl)cc2)c(=O)c2c1nc1n2CCN1Cc1ccco1	-19	-5	-3	-48	-1	8	5	1	-5
COc1cccc(OC)c1C(=O)N1CC(C)OC(C)C1 (centres undefined)	-3	-1	1	4	16	6	4	7	1
Cc1nc(N2CCN(Cc3ccccc3)CC2)[nH]c(=O)c1C	2	5	1	4	-1	6	3	8	-14
COc1ccc(S(=O)(=O)c2c(N)n(Cc3ccco3)c3nc4ccccc4nc23)cc1	2	4	0	-40	-40	7	4	-2	10
C=C(C)Cn1c(C(C)NC(=O)CCC)nc2ccccc21 (centres undefined)	5	/	13	-30	9	-1	/	-5	-19
NC(=O)c1ccccc1OCC(=O)NS(=O)(=O)c1ccccc1	1	-9	19	-7	20	-5	-1	-2	14

New compounds follow
SMILES	FXIa mix inh	JNK3 blocker	CatS inh	C1s block	CatL block	PKA kinase inh	ROCK2 inh	Cathepsin G inh	FXIIa mix inh
Cc1ccc(/C=N/n2cnc3sc4c(c3c2=O)CCCC4)o1	7	11	10	2	7	8	4	-5	-15
COc1ccc(NC(=O)c2cc(-c3cccs3)on2)cc1OC	5	-1	-1	-5	10	5	7	-3	4
COc1c(S(=O)(=O)n2nc(C)cc2C)ccc(Cl)c1Cl	4	-3	12	0	5	-2	3	37	1
Cc1nnc(-c2ccccc2)c[n+]1[O-]	6	/	-7	-5	/	7	/	-4	5
COc1ccccc1NC(=O)CSc1nc2ccccc2n1C(C)=O	4	3	7	-1	8	7	5	-2	6
O=C(Oc1ccc(/C=N/O)cc1)c1ccccc1	2	3	-7	6	-6	-5	2	9	-4
C/C(Cl)=C/Cn1c(NCCCn2ccnc2)nc2c1c(=O)[nH]c(=O)n2C	10	/	-6	15	9	-4	/	9	5
CC1=C(C#N)C(NC(=O)c2ccco2)(C(F)(F)F)C(=O)N1 (centres undefined)	8	2	10	-20	10	-4	0	0	-4
O=C1NC2(CCCCC2)Oc2ccccc21	8	-2	-1	16	2	2	4	11	3
CCC(=O)N1CCN(c2nc(C)nc3sc(C)c(C)c23)CC1	2	2	-3	-11	-2	-2	0	-1	5
Fc1ccc(-c2nnc(CN3CCC(c4nc5ccccc5s4)CC3)o2)cc1	-8	2	-9	-38	6	2	5	-8	1
COc1ccc(N2C(=O)CC(N3CCN(C4CCc5ccccc5C4)CC3)C2=O)cc1 (centres undefined)	-6	-1	-7	-33	14	6	4	4	-13
Cc1ccc(-n2nc3c(c2NC(=O)c2ccccc2Br)CS(=O)C3)cc1 (centres undefined)	7	2	15	-8	8	-2	1	0	3
CSc1ccccc1C(=O)N1CCOCC1	24	-7	18	-6	15	-1	2	18	-1
CCOC(=O)c1sc(NC(=O)C2CC=CCC2C(=O)O)nc1C (centres undefined)	-26	2	-39	-87	5	6	5	-27	6
CCCOc1ccc2oc(=O)c3c(c2c1)CCCN3C(=O)CN(C)Cc1ccccc1	7	1	-5	-16	-22	7	8	0	-1
Cc1cc(C)n2nc(C(=O)OCCOc3cccc(Br)c3)nc2n1	9	-6	4	17	18	12	5	10	4
CCCCSc1nc2c(cnn2-c2ccc(C)c(C)c2)c(=O)[nH]1	7	-1	-3	-2	0	-7	1	6	3
Cn1c(=O)n(CCc2ccccc2)c(=O)c2c1nc1n2CCN1Cc1ccco1	-51	-2	-25	-197	0	-4	-3	-25	5
Cc1nn(Cc2ccc(C(=O)Nc3nccs3)cc2)c(C)c1Cl	1	10	18	-15	-3	-5	0	-3	-16
Cn1ncc(Cl)c1C(=O)N1CCc2ccccc21	2	2	-3	4	4	-4	0	9	-19
COc1ccc(C(=O)CSc2ncn[nH]2)cc1OC	-5	0	13	-35	7	9	4	-3	1
O=C(COC(=O)CSc1nnc(-c2ccc(Cl)cc2)o1)NCc1ccc2c(c1)OCO2	4	-3	6	14	7	6	-5	15	3
CCOc1ccccc1C(=O)NC1CCN(Cc2nnnn2C2CCCC2)CC1	1	/	-1	1	2	6	/	6	4
COCCCNC(=O)Cn1nnc(-c2ccccc2NC(=O)c2ccccc2F)n1	1	/	5	16	21	-6	/	11	-5
O=C(NCc1cccs1)C1CCN(S(=O)(=O)c2ccc3c(c2)OCCO3)CC1	2	-1	-4	-3	-5	2	4	-2	-10
Nc1cc(OC(=O)c2ccccc2Br)nn1S(=O)(=O)c1ccccc1	2	1	-2	11	1	8	10	10	9
O=C(NC1CCCCC1)NC1(C(=O)N2CCN3CCCC3C2)CCCCC1 (centres undefined)	4	0	-6	11	5	2	2	8	12
COc1cccc(C(c2sc3nc(C)nn3c2O)N2CCC3(CC2)OCCO3)c1 (centres undefined)	9	-1	9	-10	3	1	-2	-1	-8
O=S(=O)(c1ccc2c(c1)nc1n2CCC1)N1CCOCC1	7	1	0	13	3	-1	-1	11	-19
